BCLXL inh = Bcl-xL (human) inhibition; GST-Bcl-xL / FITC-Bim BH3 peptide fluorescence polarization; inhibition, % at 10.9 µM; 320,000 compounds, 0.7% hits;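 active = inhibition above the mean of all tested compounds plus 3 SD, cutoff set per campaign, cut at about 30% in these data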;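 also: 0% = DMSO wells and 100% = unlabeled Bim-BH3 peptide competitor; inhibitors lower millipolarization by displacing the labeled peptide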
PME-1 primary = PME-1 (human) inhibition; Q9Y570; 320,000 compounds, 0.53% hits; AID 2130; recombinant PME-1, FP-Rh probe fluorescence polarization; inhibition, % at 5.9 µM;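 active = inhibition above the campaign mean of all compounds plus 3 SD, cut at about 26% in these data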;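 also: competitive labeling of PME-1 active site by serine hydrolase directed probe; 0% = PME-1 with DMSO and 100% = wells lacking PME-1 enzyme; inhibitors block probe labeling so polarization falls and inhibition rises; many of its hits are not listed in these tables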
Target sequence (Q9Y570 whole entry, looked up): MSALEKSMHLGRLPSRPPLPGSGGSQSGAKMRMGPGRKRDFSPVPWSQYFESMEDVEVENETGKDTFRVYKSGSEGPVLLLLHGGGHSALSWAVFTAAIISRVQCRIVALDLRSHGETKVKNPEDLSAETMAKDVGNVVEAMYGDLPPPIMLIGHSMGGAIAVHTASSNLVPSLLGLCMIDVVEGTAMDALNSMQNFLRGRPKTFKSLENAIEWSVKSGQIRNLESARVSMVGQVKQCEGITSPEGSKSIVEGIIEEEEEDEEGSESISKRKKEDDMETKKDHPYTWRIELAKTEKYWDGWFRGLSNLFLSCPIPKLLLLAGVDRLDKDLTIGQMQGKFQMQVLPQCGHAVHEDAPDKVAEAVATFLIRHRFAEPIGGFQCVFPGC
Fam108B counter = blocks mouse Fam108B hydrolase in RBBP9 counter-screen; 300,000 compounds, 0.33% hits; recombinant Fam108B, FP-Rh probe fluorescence polarization; inhibition, % at 9.51 µM; AID 1947;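 active = inhibition above the screen mean inhibition plus 3 SD, computed separately per campaign, cut at about 18% in these data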;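 also: inhibitors lower polarization as less probe binds the enzyme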
MCL1 BIM primary = disrupts human MCL1 binding to BIM-BH3 peptide. Q07820. GST-MCL1 / FITC-Bim-BH3 fluorescence polarization. inhibition, % at 10.9 µM. 320,000 compounds, 0.68% hits. AID 2057;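 active = inhibition above the mean inhibition of all tested compounds plus 3 SD, set per campaign, cut at about 40% in these data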;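 also: 0% = DMSO wells and 100% = unlabeled Bim-BH3 peptide control; higher means more loss of mP so more displacement of Bim peptide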
Efflux pump mplx = antifungal efflux pump inhibition, Nile Red retention; S. cerevisiae Candida pump triplex; inhibition, % at 10 µM; 330,000 compounds, 0.44% hits;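 active = plate passing quality check with inhibition over a set limit, or well fluorescence over plate mean plus 4 SD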;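 also: Nile Red retained in pooled yeast measured as flow cytometry median fluorescence; 0% = buffer negative control and 100% = Enniatin B positive control; higher means more Nile Red kept so more efflux inhibition; some compounds called inactive have numbers as strong as hits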
GLD-1 TGE inh = GLD-1-TGE RNA interaction inhibition (C. elegans); Q17339; purified GLD-1 + fluorescein TGE RNA, fluorescence polarization; inhibition, % at 5.96 µM; 320,000 compounds, 0.44% hits; AID 2280;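 active = percent inhibition above a per-plate cutoff, the plate mean of test compounds plus 3 SD, cut at about 30% in these data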;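 also: 0% = DMSO wells with GLD-1 and probe and 100% = wells lacking GLD-1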
GRK2 inh = inhibitors of human GRK2 displacing RNA aptamer | inhibition of aptamer binding, % at 10 µM | AID 488847 | P25098 | bead flow cytometry, FAM-aptamer displacement from GRK2 | 330,000 compounds, 0.59% hits;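 active = inhibition of aptamer binding above 40%, roughly 3 SD of noise, on plates passing a quality check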;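 also: median bead fluorescence of bound FAM aptamer so fluorescent compounds give negative values; no value below 0 was filed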
Target sequence (P25098 whole entry, looked up): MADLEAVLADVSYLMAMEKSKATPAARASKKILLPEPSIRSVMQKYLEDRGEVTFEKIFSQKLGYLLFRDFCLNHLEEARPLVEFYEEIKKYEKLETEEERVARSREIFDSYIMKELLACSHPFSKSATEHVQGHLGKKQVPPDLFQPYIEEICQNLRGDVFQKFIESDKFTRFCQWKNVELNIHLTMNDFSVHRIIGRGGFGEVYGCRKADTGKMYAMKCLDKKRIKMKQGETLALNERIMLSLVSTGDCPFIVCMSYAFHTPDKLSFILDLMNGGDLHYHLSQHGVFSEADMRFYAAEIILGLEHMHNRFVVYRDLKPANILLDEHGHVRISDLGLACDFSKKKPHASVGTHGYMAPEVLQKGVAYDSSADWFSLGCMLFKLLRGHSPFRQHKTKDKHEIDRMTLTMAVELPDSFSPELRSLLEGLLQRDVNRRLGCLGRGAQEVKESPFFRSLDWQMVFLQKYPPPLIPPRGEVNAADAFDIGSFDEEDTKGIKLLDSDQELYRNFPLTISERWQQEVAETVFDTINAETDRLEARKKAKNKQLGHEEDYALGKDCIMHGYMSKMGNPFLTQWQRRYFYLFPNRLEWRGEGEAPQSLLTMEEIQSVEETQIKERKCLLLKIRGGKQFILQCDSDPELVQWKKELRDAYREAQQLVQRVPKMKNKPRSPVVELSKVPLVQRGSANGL
VLA-4 inh = inhibition in a human VLA-4 binding assay; P13612; VLA-4 expressing cells, ligand binding flow cytometry; inhibition, % (about 7 µM as worked out from the volumes in the protocol); 330,000 compounds, 0.2% hits; in the data active = inhibition above about 50%
MEX-5 binding = C. elegans MEX-5 TCR-2 RNA binding activity; 300,000 compounds, 0.38% hits; AID 1832; MEX-5/FITC-TCR2 RNA binding, fluorescence polarization; stronger effect = lower value; activity score (negative = inhibition of binding), % at 10 µM;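 active = inhibition past about -25% in most replicates, and total fluorescence under double the plate's negative control median, limit read from the data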;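 also: 0% = DMSO and -100% = 5 µM competing unlabeled TCR2 RNA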
* hit, by the source's call; nt = no result given.

SMILES	BCLXL inh	PME-1 primary	Fam108B counter	MCL1 BIM primary	Efflux pump mplx	GLD-1 TGE inh	GRK2 inh	VLA-4 inh	MEX-5 binding
O=C(O)c1ccc(N2CCCC2=O)cc1	4	3	1	2	-0.1	1	52*	8	0.3
CCCc1cc(=O)[nH]c(N/N=C/C=C\c2ccccc2)n1	-2	1	4	4	0.3	-9	1	-7	2.6
O=S(=O)(c1cccs1)N1CCN(c2ccccc2Cl)CC1	1	4	-4	2	0.6	-1	0	-22	0.4
CNC(=O)COC(=O)/C=C/c1cn(-c2ccccc2)nc1-c1ccc(C)o1	-10	-3	-8	-5	-0.2	5	0	3	2.7
CSCCC(NC(=O)c1ccccc1)C(=O)N1CC=C(c2ccccc2)CC1 (stereo not given)	0	7	-4	-1	1.2	0	6	-10	2.8
CC(C)NC(=O)c1c(CSc2ccc(Cl)cc2)noc1C(=O)NCc1ccccc1	2	-9	-2	5	0.0	0	0	12	1.9
Nc1nc(NCCCN2CCOCC2)nc(Nc2cccc(Cl)c2)c1[N+](=O)[O-]	7	4	1	-1	-0.1	4	0	6	-0.8
CCOC(=O)CON1C(=O)c2ccccc2C1=O	8	6	3	5	0.0	4	0	35	-1.6
Cc1ccsc1CNCc1cc(Cl)ccc1O	-2	-1	3	-3	-0.1	-3	4	32	nt
CCCNC(=O)CN1C(=O)NC(CC)(c2ccc(F)cc2)C1=O (stereo not given)	2	-5	-2	3	-0.1	1	1	-1	-0.4
Cc1cccc(S(=O)(=O)Nc2nc3ccccc3nc2NCc2ccco2)c1	28	15	5	24	-0.1	19	1	-9	4.2
O=C1c2ccccc2C(=O)N1CCC(=O)N1CCCc2ccccc21	5	3	-3	6	-0.1	2	1	0	1.6
COc1ccc(NC(=O)c2ccco2)cc1NC(=O)c1ccc(C#N)cc1F	4	3	2	0	-0.1	8	2	5	3.0
Cc1cccc(NC(=S)N/N=C/c2cccc([N+](=O)[O-])c2)c1	16	-3	-2	2	0.2	-1	2	-3	1.5
Cc1noc(C)c1COC(=O)COc1cccc2c1OC(C)(C)C2	2	-1	-6	0	0.1	-5	0	-1	1.0
O=C(CN1C(=O)NC2(CCCC2)C1=O)Nc1nc(-c2ccccc2)cs1	1	6	3	9	-0.1	-5	1	-2	-3.3
COc1cc(Cl)c(C)cc1NC(=O)c1ccc(NS(=O)(=O)c2ccc(F)c(F)c2)cc1	0	-2	-3	-1	0.0	1	0	-10	-1.6
O=C(Nc1nnc(SCc2ccc(Cl)cc2Cl)s1)C1COc2ccccc2O1 (stereo not given)	-1	-1	-5	7	-0.1	1	0	-5	1.5
COc1cccc(C(=O)NC(=O)Nc2cc(C)on2)c1	2	3	-3	4	0.0	2	4	8	1.5
C=CC[C@H](CC(=O)OC(C)(C)C)C(=O)OC[C@H]1CCCN1C(=O)[C@@H](CC=C)CC(=O)N(CCO)Cc1ccccc1	nt	nt	nt	nt	0.4	-4	1	2	nt
O=C(c1ccc(Cl)s1)N1CCCC(N2CCN(c3ccc(F)cc3)CC2)C1 (stereo not given)	-4	7	7	-1	0.1	6	0	5	-0.4
N#CC(C#N)=Cc1ccccc1OCc1ccccc1	0	-2	-4	-6	-0.1	3	5	-5	1.1
O=C(C(=O)N1CCN(c2ccccc2F)CC1)c1c[nH]c2ccccc12	-4	6	10	2	-0.1	-7	3	-1	0.4
CC1CCCCC1NC(=O)COC(=O)c1ccc(S(=O)(=O)NCc2ccco2)cc1 (stereo not given)	1	2	3	14	0.2	1	9	10	-1.0
CCCCC[n+]1ccn(-c2nc3ccccc3nc2[N-]S(=O)(=O)c2ccccc2)c1	7	3	4	-1	0.0	3	2	-5	-0.2
COc1ccc(C(=O)Nc2ccc(NC(=O)C3CC3)cn2)cc1	3	-2	-1	3	0.6	1	7	-2	-1.9
CC1CCCC(NS(=O)(=O)c2cc(Br)cnc2N)C1C (stereo not given)	7	7	-1	2	0.2	1	4	14	-1.7
COc1ccc(N2CC(C(=O)Nc3nc4ccccc4s3)CC2=O)cc1 (stereo not given)	-2	-4	0	-5	0.0	2	1	-3	3.4
COc1ccc2cc(C(=O)C3CCCN(C(=O)CSc4nnc(C)o4)C3)ccc2c1 (stereo not given)	9	-2	-4	8	0.0	3	0	4	-0.3
Cc1ccc(NC(=O)CSCc2c(C)noc2C)cc1C	5	-8	-1	2	0.1	3	1	-5	1.7
COC(=O)c1cc(Cl)nc2ccccc12	-4	3	0	-5	-0.1	1	87*	-7	0.2
OCCC1CN(Cc2cnc(-c3ccccc3)s2)CCN1C1CCCC1 (stereo not given)	3	1	0	14	-0.1	-1	3	43	-0.7
O=C(Nc1cc(C(F)(F)F)ccc1N1CCOCC1)C1Cc2ccccc2CN1C(=O)c1ccco1 (stereo not given)	-2	-11	3	-2	0.1	6	0	-5	-0.9
CCOC(=O)CC(=O)CSc1nc2nc(C)cc(C)n2n1	10	7	-4	2	0.0	0	3	5	-3.3
NC(=O)NCC(c1ccccc1)C1CCCCC1 (stereo not given)	7	1	-3	8	-0.2	3	0	4	0.2
CCOc1ccc(NC(=O)C2C(c3ccccc3)C2(Cl)Cl)cc1 (stereo not given)	0	0	0	1	0.0	0	0	19	0.7
COc1cc(C(C(=O)NC2CCCC2)N(Cc2ccco2)C(=O)c2snc(C(N)=O)c2N)cc(OC)c1OC (stereo not given)	3	-1	3	2	-0.1	-3	1	-4	2.1
COc1ccc(-c2sc3ccc(N4CCOCC4)cc3c2-c2ccc(O)cc2)cc1	-1	4	nt	5	-0.5	4	0	19	nt
O=C(Nc1ccc(NC(=O)c2ccco2)cc1)c1ccc2c(c1)OCCO2	3	-15	-19	2	0.0	-3	0	18	-0.5
O=[N+]([O-])c1ccc(Cl)c(/C=N/N2CCN(Cc3ccccc3Cl)CC2)c1	7	-4	3	-3	0.1	5	0	9	-0.9
COc1cc(C(=O)Nc2nc(C)c(Cc3ccc4c(c3)OCO4)s2)cc(OC)c1OC	13	-10	-9	3	0.1	15	2	2	-0.5
CN=C(Nc1ccccc1OC)SC1CC(=O)N(c2ccc(C(=O)OC)cc2)C1=O (stereo not given)	4	6	-1	-1	0.4	5	0	18	0.6
Cc1onc(-c2ccccc2)c1C(=O)Nc1sc2c(c1C#N)CCC2	12	6	1	17	0.3	2	3	-4	-0.3
CC1CN(C(=O)COC(=O)c2ccc(O)cc2)CC(C)O1 (stereo not given)	4	0	0	6	0.0	-1	1	7	-1.0
COCCNC(=S)Nc1ccc(Cl)c(Cl)c1	1	-7	-3	9	0.0	2	4	19	1.6
CN(C)S(=O)(=O)c1ccc(NC(=O)Cc2ccc(S(=O)(=O)N3CCOCC3)s2)cc1	-5	-6	-3	-15	0.0	9	3	12	-4.2
N#Cc1c(Cl)nc(SCc2ccccc2)nc1-c1ccccc1	11	-7	1	15	0.1	-1	4	15	nt
CC(C)=CCCC(C)NC(=O)NC1CCCCC1 (stereo not given)	2	2	2	4	-0.2	1	0	-14	1.9
O=C(C1CC(=O)N(c2ccc(Cl)cc2)C1)N1CCC(c2nc3ccccc3[nH]2)CC1 (stereo not given)	3	6	-1	2	0.0	4	0	-8	2.0
Cc1csc(N)n1	0	-4	7	5	0.0	2	1	47	2.4
COC(=O)Cc1ccc(N(Cc2ccccc2F)S(=O)(=O)c2ccc(Br)cc2)cc1	2	-7	1	6	0.0	1	0	-12	-0.5
Cc1cnc(NC(=O)CSc2nnc(C)s2)s1	1	-3	0	3	0.1	6	1	58*	-0.9
CCOc1ccccc1/C=C(/NC(=O)c1ccccc1)C(=O)N(CC)CC	1	1	3	-7	-0.1	4	0	14	0.5
Cc1oc2ccc(OC(=O)c3cccs3)cc2c1C(=O)OC(C)C	-3	7	-3	1	0.0	0	0	4	0.4
COc1ccc([N+](=O)[O-])cc1NC(=O)C(C)OC(=O)C1CCC1 (stereo not given)	1	0	1	-8	0.0	-1	1	-16	0.3
Cc1ccc(C)c(S(=O)(=O)N2CCN(C(=O)Cc3ccsc3)CC2)c1	3	9	-1	4	0.1	-5	0	0	4.4
C/C(=N\NC(=S)NCc1ccccc1)c1cccc(Br)c1	4	-7	-5	9	-0.2	4	0	-1	0.6
CCOc1cccc(C(=O)Nc2ccc3oc(-c4cccnc4)nc3c2)c1	4	-38	-2	-2	0.0	4	4	2	1.2
O=C(COc1ccc(Br)cc1)Nc1ccc(NC(=O)c2ccccc2)cc1	0	-2	-5	-4	0.4	-5	0	-10	-0.2
COc1ccc(C2CC(c3cccs3)=NN2C(=O)c2ccco2)cc1OC (stereo not given)	3	1	5	2	0.1	-2	0	-3	1.5

As a working copy, 3 of the compounds above:
SMILES	BCLXL inh	PME-1 primary	Fam108B counter	MCL1 BIM primary	Efflux pump mplx	GLD-1 TGE inh	GRK2 inh	VLA-4 inh	MEX-5 binding
Cc1csc(N)n1	0	-4	7	5	0.0	2	1	47	2.4
COC(=O)Cc1ccc(N(Cc2ccccc2F)S(=O)(=O)c2ccc(Br)cc2)cc1	2	-7	1	6	0.0	1	0	-12	-0.5
Cc1cnc(NC(=O)CSc2nnc(C)s2)s1	1	-3	0	3	0.1	6	1	58*	-0.9

Returning to the listing with the 4 entries that preceded the break.
SMILES	BCLXL inh	PME-1 primary	Fam108B counter	MCL1 BIM primary	Efflux pump mplx	GLD-1 TGE inh	GRK2 inh	VLA-4 inh	MEX-5 binding
C/C(=N\NC(=S)NCc1ccccc1)c1cccc(Br)c1	4	-7	-5	9	-0.2	4	0	-1	0.6
CCOc1cccc(C(=O)Nc2ccc3oc(-c4cccnc4)nc3c2)c1	4	-38	-2	-2	0.0	4	4	2	1.2
O=C(COc1ccc(Br)cc1)Nc1ccc(NC(=O)c2ccccc2)cc1	0	-2	-5	-4	0.4	-5	0	-10	-0.2
COc1ccc(C2CC(c3cccs3)=NN2C(=O)c2ccco2)cc1OC (stereo not given)	3	1	5	2	0.1	-2	0	-3	1.5
CC1CCc2sc(C(=O)N3CCC(C(N)=O)CC3)cc2C1 (stereo not given)	0	-2	nt	-2	-0.2	0	2	8	nt
COc1ccc(C(C[N+](=O)[O-])c2c(C)cc3ccccn23)cc1 (stereo not given)	15	0	9	7	-0.2	0	10	-7	-2.9
CCOC(=O)c1ccc(Nc2nnc(C(C)(C)C)c(=O)[nH]2)cc1	5	-133	1	6	0.1	4	0	10	0.8
O=c1[nH]c(CS(=O)(=O)c2ccccc2)nc2ccccc12	5	1	3	8	0.0	0	2	23	-2.1
CNc1ccc2nnc(C(F)(F)C(F)(F)C(F)(F)F)n2n1	-1	-4	-1	6	-0.1	-1	0	9	-0.5
Cc1cc(NC(=O)COC(=O)C2CSC3(C)CCC(=O)N23)ccc1Br (stereo not given)	nt	nt	nt	nt	-0.1	2	2	6	nt
O=C(Cn1[nH]c(=O)c2ccccc2c1=O)OCC(=O)N(Cc1ccccc1)Cc1ccccc1	-2	-6	6	0	-0.1	4	3	7	-1.0
FC(F)(F)c1cccc(CN2CCC(c3cc(-c4cccs4)n[nH]3)CC2)c1	5	-3	1	2	0.3	-1	0	16	-1.3
CCOC(=O)/C(C#N)=C1\CC2CCC1(C)C2(C)C (stereo not given)	4	10	-2	9	-0.2	-2	1	-4	-1.6

Bioassay records as filed in PubChem BioAssay.

Some of the compounds tested. The share of hits here may be higher or lower than overall.
